Compound activity deposited in PubChem BioAssay by several laboratories.
BioA inh: BioA (M. tuberculosis) enzyme inhibition; purified M. tuberculosis BioA enzyme, plate reader; inhibition, % at 9.99 µM; 0.096% of 360,000 active; AID 602481; in the data active = inhibition above about 40%; inconclusive = no clear call, values can overlap the other calls
Mtb FBA inh: inhibits M. tuberculosis FBA enzyme | P9WQA3 | purified M. tuberculosis FBA, fluorescence read-out | inhibition, % at 1 µM | 2.3% of 360,000 active; in the data active = inhibition above about 27%;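 note: 0% = vehicle and 100% = reference inhibitor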
Target sequence (P9WQA3 whole entry, looked up): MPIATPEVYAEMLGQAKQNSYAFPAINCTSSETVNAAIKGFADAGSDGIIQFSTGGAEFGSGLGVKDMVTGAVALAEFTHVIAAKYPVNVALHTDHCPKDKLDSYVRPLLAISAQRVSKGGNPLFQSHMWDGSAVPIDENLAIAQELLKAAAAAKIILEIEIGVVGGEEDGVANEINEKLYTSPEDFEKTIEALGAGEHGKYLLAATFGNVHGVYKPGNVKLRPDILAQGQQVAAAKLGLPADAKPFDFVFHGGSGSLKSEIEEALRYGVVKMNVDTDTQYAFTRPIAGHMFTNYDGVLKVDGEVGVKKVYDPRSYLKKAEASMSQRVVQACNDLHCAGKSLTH
PfHsp40 yeast: restores yeast growth despite PfHsp40 toxicity; S. cerevisiae expressing PfHsp40, growth rescue, ATP luminescence; growth rescue, % at 12.5 µM; 0.68% of 340,000 active; AID 504582; in the data active = growth rescue above about 28%, passing the limit was not always enough; inconclusive = no clear call, values can overlap the other calls;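 note: yeast W303a lacking pdr1 and pdr3 grown in galactose medium; growth measured after three days at 30 °C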
BoNT A protease: inhibitors of Botulinum neurotoxin A light chain protease; multiplex microsphere protease substrate cleavage, flow cytometry; inhibition, % at 10 µM; 0.17% of 360,000 active; AID 588499; note: plate controls were buffer without enzyme for full effect and enzyme alone for no effect
Anthrax LF inh2: blocks Bacillus anthracis lethal factor protease. multiplex microsphere protease cleavage assay, LF. inhibition, % at 10 µM. 0.12% of 360,000 active; note: plate controls were buffer without enzyme for full effect and enzyme alone for no effect
UGM FP inh: Mtb UDP-galactopyranose mutase inhibition. P9WIQ1. purified UGM, fluorescence polarization probe displacement. 0.06% of 320,000 active. inhibition, % at 10 µM; in the data active = inhibition above about 10%, passing the limit was not always enough; inconclusive = no clear call, values can overlap the other calls
Target sequence (P9WIQ1 whole entry, looked up): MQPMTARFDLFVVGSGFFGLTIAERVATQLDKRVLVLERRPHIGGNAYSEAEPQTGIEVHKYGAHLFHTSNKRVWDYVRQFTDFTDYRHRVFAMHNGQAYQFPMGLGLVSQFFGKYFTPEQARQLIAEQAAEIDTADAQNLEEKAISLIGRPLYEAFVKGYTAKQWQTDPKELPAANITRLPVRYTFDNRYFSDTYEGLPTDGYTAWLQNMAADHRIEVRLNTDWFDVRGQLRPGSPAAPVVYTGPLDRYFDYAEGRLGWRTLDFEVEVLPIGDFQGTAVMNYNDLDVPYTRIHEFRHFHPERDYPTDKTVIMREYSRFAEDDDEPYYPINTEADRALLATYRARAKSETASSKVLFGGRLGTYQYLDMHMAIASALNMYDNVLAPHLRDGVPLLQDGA
GDH-TPI inh: counter-screen for M. tuberculosis FBA inhibitors: GDH-TPI coupled enzymes; GDH-TPI coupled enzyme counterscreen, NADH absorbance; inhibition, % at 4.8 µM; 1.2% of 360,000 active; in the data active = inhibition above about 30%;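 note: 0% = DMSO wells and 100% = wells lacking the enzyme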
BoNT F protease: BoNT F light chain protease inhibition. inhibition, % at 10 µM. Multiplex microsphere protease cleavage assay, flow cytometry. 0.22% of 360,000 active; in the data active = inhibition above about 35%, passing the limit was not always enough; inconclusive = no clear call, values can overlap the other calls; note: plate controls were buffer without enzyme for full effect and enzyme alone for no effect
FadD28 binding: inhibitors of Mycobacterium tuberculosis FadD28 bisubstrate binding; FadD28 bisubstrate probe binding, fluorescence polarization; inhibition, % at 12.5 µM; 0.22% of 360,000 active; AID 588549; in the data active = inhibition above about 8.5%, passing the limit was not always enough; inconclusive = no clear call, values can overlap the other calls
The depositor's hits bear a star; ? = inconclusive; . = no result given. Cut-off read from the data, not from the text of the source, unless noted: active = inhibition above about 30%; inconclusive = no clear call, values can overlap the other calls; inactive = below that.

no.	molecule	BioA inh	Mtb FBA inh	PfHsp40 yeast	BoNT A protease	Anthrax LF inh2	UGM FP inh	GDH-TPI inh	BoNT F protease	FadD28 binding
1	Fc1ccc(CNC(=S)NC2CCCCC2)cc1	-0.9	2	-1.4	-0.6	2	-0.8	4	-5	-1.5
2	O=C(c1ccco1)N1CCN(C(=O)N2CCCCC2)CC1	.	2	-0.4	0.4	2	-0.4	-2	-4	-0.5
3	Cc1cccc(N2CCN(c3cc(C)nc4nnnn34)CC2C)c1 (configuration not stated)	.	-1	-0.2	1.6	1	-1.6	-1	-10	-4.1
4	COC(=O)CNc1nc(Cl)nc(Nc2ccc(C)cc2)n1	-1.0	0	-0.9	0.0	-8	0.2	1	-2	-2.3
5	CCOC(=O)C1C(=O)NC(c2ccccc2)=NC1c1ccc(F)cc1 (configuration not stated)	0.2	1	0.7	-0.4	1	2.1	-9	-2	-1.9
6	COc1ccc(CCC(=O)N2CCN(c3cccc(C)c3C)CC2)cc1	-1.4	3	0.1	1.2	10	8.8	1	-11	1.4
7	Cc1cc(NC(=O)CSc2nc3ccccc3cc2C#N)no1	-1.7	-2	-1.0	0.0	0	-1.5	0	0	.
8	CCCCCCCOC(=O)C[N+](C)(C)CCOC1CC2CCC1(C)C2(C)C (configuration not stated)	.	-1	?	0.0	0	.	8	-2	-8.6
9	Cc1ccc(CNC(=O)CCC(=O)Nc2nnc(C)s2)cc1	-1.1	0	-0.1	0.5	2	-1.9	5	-2	-0.7
10	Cn1c(NCc2ccccc2F)nc2cc(-c3cccc(Cl)c3)sc2c1=O	-0.9	0	.	-0.1	-5	.	9	3	-1.6
11	O=C(C1CC1)N(CCc1ccccc1)Cc1nc2ccccc2c(=O)[nH]1	2.7	-1	-0.9	1.3	12	2.2	-6	?	-4.9
12	CCOC(=O)C1CCN(c2cc3c(cc2NC(=O)c2ccc(F)cc2)n(C)c(=O)n3C)CC1	-0.2	-1	-0.9	1.3	4	-1.4	-8	-3	1.1
13	Cc1cc(C)c2nc(NC(=O)C3CCCO3)sc2c1 (configuration not stated)	-4.6	0	0.4	-0.4	-7	0.6	6	6	-2.1
14	Cc1nc(NCCN2CCOCC2)c2oc3ccccc3c2n1	.	3	0.4	0.1	-2	4.0	-12	-4	-2.1
15	CC1CCCN(C(=O)C2CCN(S(=O)(=O)c3ccc4c(c3)CC(C)N4C(=O)C3CC3)CC2)C1 (configuration not stated)	2.1	2	0.5	-1.4	-3	-2.3	3	-7	-0.9
16	COc1ccc(-c2cc(-c3ccccc3)c(C#N)c(SCC(=O)O)n2)cc1	12	47*	4.7	-4.6	-7	1.9	17	6	-9.6
17	CN(C)CCNC(=O)/C(=C/c1cccc([N+](=O)[O-])c1)NC(=O)c1ccccc1	.	-3	0.6	0.5	-2	0.3	3	-5	-0.4
18	C/C(=N\NC(=O)c1ccoc1C)c1cccc2ccccc12	0.8	-1	-0.3	-1.3	-3	-1.4	18	-2	.
19	Cc1cccc(NC(=O)c2ccc(S(=O)(=O)NCc3ccco3)cc2)n1	2.7	-1	-1.6	-0.3	-2	-2.1	6	-3	-0.4
20	CCOC(=O)N1CCN(C(=O)COc2ccc(S(=O)(=O)NCc3ccccc3)cc2)CC1	-6.6	3	-1.0	-1.1	-2	1.7	0	-1	-1.1
21	CCCNC(=S)NC1CC2CCC(C1)N2Cc1ccccc1 (configuration not stated)	0.3	-3	-1.3	0.4	4	-3.3	-5	3	-3.8
22	COc1ccc(CCn2c(C)cc(C(=O)CSc3nnnn3-c3ccccc3)c2C)cc1	-0.4	1	0.6	-0.1	-12	0.1	-1	4	-0.6
23	O=C1NN(c2ccccc2)C(=O)/C1=C\c1cccn1-c1ccc(Cl)c([N+](=O)[O-])c1	0.3	0	-1.1	1.7	4	0.7	25	?	-2.9
24	COc1cc(C(=O)O/N=C(\N)c2cccc([N+](=O)[O-])c2)cc(OC)c1OC	-1.0	-23	0.9	?	-11	-0.5	3	?	-2.2
25	Cc1nnc(SCC(=O)Nc2ccc(S(=O)(=O)N3CCCC3)cc2)n1N	0.1	0	0.0	0.9	1	1.0	-1	16	-3.4
26	CCOC(=O)N1CCC(n2c(SCC(=O)NCc3ccccc3)nc3ccccc3c2=O)CC1	-1.2	3	-0.1	-1.1	-10	-0.5	-11	-12	-3.4
27	CN(C)C(CNC(=O)c1ccc(NC(=O)c2cccs2)cc1)c1ccccc1 (configuration not stated)	0.4	-2	0.2	0.3	-5	-6.3	5	-24	-4.8
28	CN1C(=O)/C(=C\c2ccc(Br)s2)C(=O)NC1=S	-2.6	0	-1.0	-1.2	-2	-7.2	6	-12	0.3
29	O=C(N/N=C(\Cc1ncc[nH]1)c1ccccc1)c1ccncc1	-1.7	0	-0.5	-0.9	-1	-0.8	6	-3	-1.7
30	CCC(CC)c1nnc(NC(=O)c2ccc(S(=O)(=O)N3CCc4ccccc4C3)cc2)s1	-0.7	2	1.5	-0.7	-4	-1.6	9	-13	-1.0
31	O=C(Nc1ccc(C(=O)O)cc1)Nc1ccc(F)cc1F	-0.1	4	0.7	-0.2	-1	0.0	0	-4	-3.3
32	O=c1ccnc(SCc2ccccc2Cl)[nH]1	-0.9	-2	0.5	-0.5	1	3.0	6	0	-2.9
33	COc1ccccc1NC(=O)CSc1nnc(NC(=O)c2ccco2)s1	-0.4	0	1.2	1.1	0	-2.0	22	2	-3.4
34	Cc1ccc(-c2ccccc2NC(=O)CCl)o1	-0.6	8	-0.4	0.9	-4	0.2	9	8	-4.1
35	COC(=O)c1ccc(NS(=O)(=O)c2ccc(S(=O)(=O)N3CCOCC3)cc2)cc1	0.1	2	1.1	0.6	-6	1.9	-6	-1	.
36	O=C(O)c1c[nH]c2ccc([N+](=O)[O-])cc2c1=O	-1.2	-3	-0.8	0.1	-4	.	7	0	-1.9
37	COc1ccccc1-c1c(C)[nH]n2c(=O)c(Cc3ccccc3)c(C)nc12	.	-1	0.3	0.4	-2	-1.6	1	4	-4.9
38	CC(=O)Nc1cc(-c2cccc(C(=O)N(C)C)c2)cn2c(-c3cccc(C(F)(F)F)c3)cnc12	2.3	5	.	-0.2	-11	.	16	-4	-1.0
39	CCc1nc2c(OCCn3cccc3)cccn2c1N(C=O)Cc1ccccc1	-2.0	0	.	-0.6	0	.	7	-12	-1.9
40	CSc1nc(SC(C)C(=O)O)c2c3c(sc2n1)COC(C)(C)C3 (configuration not stated)	-2.1	1	0.2	0.0	0	-0.2	6	-3	-1.3

Full records, quoted from the list.
`Cc1ccc(-c2ccccc2NC(=O)CCl)o1` is listed as BioA inh = -0.6; Mtb FBA inh = 8; PfHsp40 yeast = -0.4; BoNT A protease = 0.9; Anthrax LF inh2 = -4; UGM FP inh = 0.2; GDH-TPI inh = 9; BoNT F protease = 8; FadD28 binding = -4.1
`CSc1nc(SC(C)C(=O)O)c2c3c(sc2n1)COC(C)(C)C3` (configuration not stated) is listed as BioA inh = -2.1; Mtb FBA inh = 1; PfHsp40 yeast = 0.2; BoNT A protease = 0.0; Anthrax LF inh2 = 0; UGM FP inh = -0.2; GDH-TPI inh = 6; BoNT F protease = -3; FadD28 binding = -1.3

Other compounds
no.	molecule	BioA inh	Mtb FBA inh	PfHsp40 yeast	BoNT A protease	Anthrax LF inh2	UGM FP inh	GDH-TPI inh	BoNT F protease	FadD28 binding
41	CCC1CC(CSC(=N)N)OC1=O (configuration not stated)	-0.9	-1	.	-6.3	-4	-1.5	19	?	0.1
42	COP(=O)(OC)c1ccc(NCc2cc(O)ccc2O)cc1	.	4	-0.4	-0.7	-3	.	19	-6	2.5
43	c1ccc(CSc2ccc(-c3ccccn3)nn2)cc1	-0.4	-6	112*	-1.6	-2	-0.1	1	-9	-1.7
44	COc1cccc(C(=O)CC(C(=O)O)c2ccc(Cl)cc2)c1 (configuration not stated)	0.1	0	-2.1	-1.6	-6	0.1	-5	7	0.2
45	COC(=O)C(NC(C)=O)(Nc1nc2c(s1)CCCC2)C(F)(F)F (configuration not stated)	0.3	4	-1.8	0.5	-5	2.1	0	0	-0.3
46	CCCN(C(=O)c1ccc(N2CCCC2=O)cc1)C1CCS(=O)(=O)C1 (configuration not stated)	-0.8	1	-1.3	1.2	7	-2.3	-2	4	0.0
47	COc1cc(CN2CCCC(CO)(Cc3ccccc3)C2)ccc1O (configuration not stated)	0.2	-2	-1.0	-0.7	-6	-2.7	17	14	-2.6
48	CSc1nc2[nH]c(=O)n(O)c(=O)c2n1Cc1ccccc1	6.5	-1	0.1	-0.1	0	.	5	-5	-0.4
49	COCCCNC(=O)C[C@H]1C[C@H](C(=O)N2CCOCC2)[C@@]2(CCC3CCCC3)c3[nH]c4cc(CCC(=O)N(C)C)ccc4c3CCN2C1=O	-0.7	2	0.2	-0.6	-7	.	0	-6	-1.4
50	CCN1C(=O)[C@H]2[C@@H](c3ccc(-c4ccc(OC)cc4)cc3)N3CCC[C@@]3(C(=O)OC)[C@H]2C1=O	-1.3	21	0.4	-0.3	-3	-3.1	4	-3	-2.5
51	COC(=O)c1ccccc1NC(=O)N1CCN(C(=O)c2ccco2)CC1	1.7	10	-2.0	-0.8	6	0.1	5	3	0.2
52	Cc1ccc(-n2c(=O)[nH]cc(C(=O)N3CCc4ccccc43)c2=O)cc1	1.3	2	0.3	-1.7	-4	2.1	-10	-4	-3.2
53	CCN(C(=O)COC(=O)/C=C/c1cnc2ccccc2n1)C1CCS(=O)(=O)C1 (configuration not stated)	.	0	-0.2	1.6	-1	-1.6	11	-4	-0.1
54	N=C(CC1CC(=O)NC(=O)C1)C1=C(O)CCCC1=O	-0.5	2	0.1	-0.9	-5	1.1	2	0	-1.8
55	COc1ccc(/C=C/C(=O)NC(=S)Nc2ccc(S(=O)(=O)N=C(N)N)cc2)cc1OC	-0.8	4	-1.6	0.3	5	0.9	18	-13	0.7
56	O=C(Nc1ccc(Oc2ncnc3cc(Cl)ccc23)nc1)Nc1cccc(C(F)(F)F)c1	-1.8	-1	0.4	0.0	-12	3.5	-3	?	-0.7

Sorted by length of the SMILES (ascending): three of the compounds above
no.	molecule	BioA inh	Mtb FBA inh	PfHsp40 yeast	BoNT A protease	Anthrax LF inh2	UGM FP inh	GDH-TPI inh	BoNT F protease	FadD28 binding
48	CSc1nc2[nH]c(=O)n(O)c(=O)c2n1Cc1ccccc1	6.5	-1	0.1	-0.1	0	.	5	-5	-0.4
36	O=C(O)c1c[nH]c2ccc([N+](=O)[O-])cc2c1=O	-1.2	-3	-0.8	0.1	-4	.	7	0	-1.9
26	CCOC(=O)N1CCC(n2c(SCC(=O)NCc3ccccc3)nc3ccccc3c2=O)CC1	-1.2	3	-0.1	-1.1	-10	-0.5	-11	-12	-3.4
